SSB-PriA inh – blocks PriA binding to SSB C-terminal tail | AlphaScreen SSBct-PriA binding, biotinylated peptide | inhibition, % at 33 µM | 0.6% of 430,000 active; in the data active = inhibition mostly above about 37%, no sharp cut-off; inactive = mostly below about 20%;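 note: plate controls were negative control peptide for no effect and reference peptide for full effect; strong numbers were not always called active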
The depositor's hits bear a star; & = joins results of further samples. The list is partial; the hit share may differ from the screen's.

SMILES	SSB-PriA inh
COc1ccc(Nc2nnc3nc4c(c[nH]n4-c4ccccc4)c(=O)n23)cc1	-17.0
COC(=O)c1c(S(=O)(=O)N2CCN(c3ccccn3)CC2)n[nH]c1C	0.0
Cc1ccc(NC(=O)CSc2nnc(NC(=O)c3ccc(S(=O)(=O)N4CCOCC4)cc3)s2)cc1Cl	-11.0
CC(=O)Nc1cccc(C(C(F)(F)F)C(F)(F)F)c1	-8.0
COc1ccc(F)cc1S(=O)(=O)Nc1ccc2c(c1)CCCN2S(=O)(=O)c1ccccc1	1.0
C=C(C)CNC(=S)NN=C(C)c1ccc(OC)cc1	12.4
COc1ccc(-c2cc3c(SCc4cccc(Br)c4)nccn3n2)cc1	-1.0
O=C(NC(c1cccnc1)C1CCOCC1)c1cc2ccccc2o1 (stereo not drawn)	-1.0
O=C(Cn1nc2c(N3CCOCC3)nccn2c1=O)Nc1ccc(Br)cc1F	-3.0
Cc1onc(-c2ccccc2Cl)c1C(=O)Nc1nc2c(s1)CN(S(C)(=O)=O)CC2	1.0
O=C(Nc1ccc(F)c(Cl)c1)c1cc2n(n1)CCCO2	-1.0
COCCn1c(SCc2cccc([N+](=O)[O-])c2)nc2cc(C(=O)NC(C)C)ccc2c1=O	6.0
Cn1c(O)c(C=Nc2ncccn2)c(=O)n(C)c1=O	-11.0
COc1cc(C=NO)ccc1OCc1ccccc1Cl	0.9
COC(=O)c1ccc(N2C(=O)CC(SCC(=O)Nc3ccc(C)c(C)c3)C2=O)cc1 (stereo not drawn)	-12.0
Cc1cccc(N2CCN(C(=O)C3CCc4nn(C)c(=O)cc4C3)CC2)c1C (stereo not drawn)	-27.0
Cc1cc(C)n(-c2ccc(C(=O)NCc3sc(C)nc3C)nn2)n1	-1.0
O=C1NCCN1c1ccc(Cl)cc1	31.0
O=C(NCc1ccc2[nH]c3c(c2c1)CCCC3)C12CC3CC(CC(C3)C1)C2	19.0
COc1ccccc1C1CC(c2c(C)nc3ccc(Cl)cc3c2-c2ccccc2)=NN1C(=O)CCC(=O)O (stereo not drawn)	-4.0
Cc1nc(-n2cccc2)sc1C(=O)NCC#CCN1CCOCC1	-3.0
O=C(Nc1ncc(Cc2ccccc2F)s1)C1CC1	-9.0
O=S(=O)(NC[C@]1(O)CCc2ccccc2C1)c1ccc(Br)s1	5.0
N#Cc1nc(-c2ccc(S(=O)(=O)N3CCCC3)cc2)oc1NCc1ccco1	1.0
O=C(NN=Cc1cccc(C(F)(F)F)c1)c1cc2c(s1)-c1ccccc1CC2	1.0
O=C(Nc1ccc(F)c(F)c1)N1CCN(c2ccc(-c3cccs3)nn2)CC1	-8.0
CC(=O)Nc1ccc(C(C)=NNC(=O)c2ccc(CN3CCOCC3)cc2)cc1	-23.7
O=C(CCNS(=O)(=O)c1cccc(F)c1)N1CCC(n2ccnn2)CC1	-5.0
Cc1ccc(NC(=O)CN2CCC(C(=O)Nc3ccc(C(F)(F)F)cc3)CC2)cc1	-8.0
Cn1nc(-c2ccco2)cc1C(=O)O	-12.0
CC1CN(c2ncnc3c2cnn3CCNC(=O)c2cccs2)CC(C)O1 (stereo not drawn)	-12.0
Cc1ccc(NC(=O)Cn2nc(-c3ccccc3)c3sc(N4CCCC4)nc3c2=O)cc1Cl	14.0
CC(O)(CNC(=O)CCS(=O)(=O)c1ccccc1)c1ccc2c(c1)OCO2 (stereo not drawn)	-5.0
Cn1c(=S)n(N=Cc2ccc3c(c2)OCO3)c2ccccc21	3.6
COC(=O)c1ccc(CN2CCC(Cn3nc(C)cc3C)CC2)o1	-13.0
O=C(Cc1ccccc1Br)N1CCC(n2c(=O)[nH]c3ccccc3c2=O)CC1	1.0
O=C(Cc1cccs1)Nc1nnc(SCc2ccc([N+](=O)[O-])cc2)s1	3.0
Cc1cc(C(F)(F)F)nc(CCNC(=O)c2ccc(Cl)s2)n1	-16.0
O=C(NCCN1CCN(c2ccccc2)CC1)C(=O)NCc1cccs1	-18.0&7.0
CCSc1ccccc1C(=O)Nc1sc(-c2ccccc2)cc1C(N)=O	-32.0
O=C(Nc1nccs1)c1cccc(-n2cnnn2)c1	-4.0
Cc1cc(NC(=O)c2ccc(OC(C)C)cc2)n(-c2ccccc2)n1	0.0
COc1ccc(-n2nnnc2-c2ccccn2)cc1	-8.0
NS(=O)(=O)c1ccc(-n2ncc3c(=O)[nH]c(SCC(=O)N4N=C(c5cccs5)CC4c4ccc(F)cc4)nc32)cc1 (stereo not drawn)	-7.0
O=C(c1ccc(Br)o1)N1CCC(N2CCC(Oc3nccs3)CC2)CC1	-5.0
O=C(NC1CCN(c2nccs2)CC1)c1c(F)cccc1F	-13.0
O=C(Cc1ccc(F)cc1)N1CCN(c2cc(N3CCOCC3)cnn2)CC1	3.0
CCCCOCCCn1c(NS(=O)(=O)c2ccc(C)cc2)c(S(=O)(=O)c2ccc(C)cc2)c2nc3ccccc3nc21	53.0
COc1ccccc1NCN1C(=O)C(=O)c2ccccc21	-4.0
COc1ncc(NC(=O)Nc2ccc3c(c2)OCCO3)cn1	-14.0

Nothing new here: 6 of the compounds above.
SMILES	SSB-PriA inh
O=C(Nc1nccs1)c1cccc(-n2cnnn2)c1	-4.0
Cc1cc(NC(=O)c2ccc(OC(C)C)cc2)n(-c2ccccc2)n1	0.0
COc1ccc(-n2nnnc2-c2ccccn2)cc1	-8.0
NS(=O)(=O)c1ccc(-n2ncc3c(=O)[nH]c(SCC(=O)N4N=C(c5cccs5)CC4c4ccc(F)cc4)nc32)cc1 (stereo not drawn)	-7.0
O=C(c1ccc(Br)o1)N1CCC(N2CCC(Oc3nccs3)CC2)CC1	-5.0
O=C(NC1CCN(c2nccs2)CC1)c1c(F)cccc1F	-13.0

Next structures.
SMILES	SSB-PriA inh
COc1ccc(NC(=O)CC2CCCCN2S(=O)(=O)c2ccc(F)cc2)c(OC)c1 (stereo not drawn)	28.0
O=C(NCC1(O)CCOCC1)C1CC=CCC1 (stereo not drawn)	-17.0
Cc1cc(C)cc(OC(=O)c2ccc3nccnc3c2)c1	-4.0
CC(=O)c1sc(NC(=O)c2cc(C)on2)nc1C	-9.0
Cc1cc(-c2nnc(NC(=O)c3ccccc3Cl)o2)nn1C	-8.0
Cc1cc(C(O)CCN)c(C)o1 (stereo not drawn)	1.0
O=C(NCCCCN1CCOC(c2ccccc2)C1)c1cccc(Cl)c1 (stereo not drawn)	2.0
CCOC(=O)NC(=O)C(C#N)=NNc1ccc(Cl)cc1	1.1
CC(=NNC(=O)c1ccccc1OCCOc1ccccc1)c1ccccc1F	4.6
Cc1nc(C)c(C(=O)N2CCc3nc(NC(=O)c4ccccn4)sc3C2)s1	-5.0
N#Cc1ccc(OC2CCN(C(=O)NCc3ccc(Cl)cc3)CC2)nc1	-3.0
CCc1nc(N)n(CC(=O)Nc2ccccc2C(=O)OC)c(=O)c1C	-7.0
CN(C)c1ccc(C=Nc2nnc(NC(=O)c3ccccc3Br)s2)cc1	2.0
O=C(CSc1ccc(F)cc1)NC[C@H](O)c1ccc2c(c1)CCO2	-17.0
FC(F)(F)c1cccc2sc(NCc3ccccn3)nc12	-3.0
O=C(NCc1ccc(Cl)cc1)N1CCC(c2nnc(-c3ccco3)s2)CC1	-22.0&-7.0
COc1cccc(NC(=O)CSc2nc3scc(-c4cccs4)c3c(=O)n2-c2ccccc2)c1	-11.0
CC1(C)Oc2ccc3ccc(=O)oc3c2C(=CNc2ccccn2)C1=O	0.4
COc1ccc(N2CCN(CC(O)COc3ccccc3OC)CC2)cc1 (stereo not drawn)	4.0
CCOc1ccc(-c2ccc(=O)n(CCNC(=O)Nc3ccc(C)cc3C)n2)cc1	1.0
CC(Cc1ccccc1)=NNC(=O)CNC(=O)COc1ccccc1	2.6
CSc1nn(CC(=O)Nc2ccc3c(c2)OCO3)c(N)c1-c1nc(-c2ccccc2)no1	6.0
COc1ccc(NC(=O)Cn2nc(-c3ccc(F)cc3)c3sc(C)nc3c2=O)cc1	-7.0
CCOC(=O)C=c1sc(=Cc2ccc(C#N)cc2)c(=O)n1CC(=O)Nc1cccc(C)c1C	-8.8
CCn1cc(Cl)c(C(=O)NC2CCN(c3cc(C)[nH]n3)CC2)n1	-11.0
COc1ccccc1OCCCn1c(C)nc2ccccc21	2.0
Cc1ccc(S(=O)(=O)Nc2ccccc2C(=O)Nc2sc3c(c2-c2nc4ccccc4s2)CCCC3)cc1	-4.0
CC(C)NC(=O)N1CCCCC(c2ccc(Cl)cc2)C1 (stereo not drawn)	-3.0
COc1cc2c(cc1OC)CN(S(=O)(=O)c1ccc(C(C)(C)C)cc1)CC2	-11.0
COc1ccc2sc(N(CCCN3CCOCC3)C(=O)c3cccc([N+](=O)[O-])c3)nc2c1	47.0*
CN1C[C@@H](C(=O)N2CCC(Oc3cnccn3)CC2)CC1=O	1.0
CCOc1ccc2ncc3c(-c4cccc(OC)c4)nn(-c4ccc(C)c(C)c4)c3c2c1	-11.0
CC(C)(C)S(=O)(=O)C(C#N)=NNc1ccc(Cl)cc1	0.8
COC(=O)c1ccc(S(=O)(=O)N2CC(S(=O)(=O)Cc3ccco3)C2)cc1	-13.0
Cn1c(=O)c2cc(C(=O)NCCC(c3ccccc3)c3ccccc3)sc2n(C)c1=O	-2.0
COc1ccccc1C(=O)NCCNC(=O)c1ccc(NC(=O)c2ccc(F)cc2)cc1	-20.0
O=C(CSc1nc(-c2ccccc2)cc(=O)[nH]1)NCc1ccccc1Cl	-6.0
COc1ccc(C(=O)Nc2cc(C)nn2C)cc1	2.0
COc1ccc(CNC(=O)NCC(C)(O)CCSC)cc1OC (stereo not drawn)	-7.0
COc1ccc(Cl)cc1S(=O)(=O)Nc1ccc2c(c1)C(=O)Nc1cc(C)ccc1O2	39.0

Of the compounds above, ten have an aryl thioether with sulfur outside any ring.
SMILES	SSB-PriA inh
Cc1ccc(NC(=O)CSc2nnc(NC(=O)c3ccc(S(=O)(=O)N4CCOCC4)cc3)s2)cc1Cl	-11.0
COc1ccc(-c2cc3c(SCc4cccc(Br)c4)nccn3n2)cc1	-1.0
COCCn1c(SCc2cccc([N+](=O)[O-])c2)nc2cc(C(=O)NC(C)C)ccc2c1=O	6.0
O=C(Cc1cccs1)Nc1nnc(SCc2ccc([N+](=O)[O-])cc2)s1	3.0
CCSc1ccccc1C(=O)Nc1sc(-c2ccccc2)cc1C(N)=O	-32.0
NS(=O)(=O)c1ccc(-n2ncc3c(=O)[nH]c(SCC(=O)N4N=C(c5cccs5)CC4c4ccc(F)cc4)nc32)cc1 (stereo not drawn)	-7.0
O=C(CSc1ccc(F)cc1)NC[C@H](O)c1ccc2c(c1)CCO2	-17.0
COc1cccc(NC(=O)CSc2nc3scc(-c4cccs4)c3c(=O)n2-c2ccccc2)c1	-11.0
CSc1nn(CC(=O)Nc2ccc3c(c2)OCO3)c(N)c1-c1nc(-c2ccccc2)no1	6.0
O=C(CSc1nc(-c2ccccc2)cc(=O)[nH]1)NCc1ccccc1Cl	-6.0

The listing continues:
SMILES	SSB-PriA inh
CS(=O)(=O)N1CCC(C(=O)N(CCc2cccs2)Cc2ccoc2)CC1	17.0
COc1cc(C2C(=C(O)c3ccc4c(c3)OCCO4)C(=O)C(=O)N2Cc2ccco2)ccc1O (stereo not drawn)	5.8
Cc1ccc(-c2nnc(N3CCC(Cc4ccccc4)CC3)c3ccccc23)cc1	34.0
O=C(Nc1c2c(nn1-c1cccc(Cl)c1)C[S@@](=O)C2)C1CC1	-5.0
CSc1ccc([C@@H](O)CNC(=O)C(=O)Nc2ccc(C)c(N3CCCC3=O)c2)cc1	-3.0
ON=C(CN(O)C=C1C=CC=N1)c1cccs1	5.7
CC(=O)Nc1cccc(NC(=O)C(=O)NCCN2CCC(O)CC2)c1	-10.0
COc1ccc(S(=O)(=O)Nc2ccc3c(c2)N(CCC(C)C)C(=O)C(C)(C)CO3)cc1Cl	-18.0
Cc1nn(-c2ccc(F)cc2)c(Cl)c1C=NNC(=O)c1cccs1	5.8
CCN(CC)C(=O)c1cnc2nc(C)ccc2c1Nc1cccc(SC)c1	-8.0
O=C(NNC(=O)c1cc2ccccc2oc1=O)c1ccc(=O)n(Cc2ccc(Cl)cc2)c1	-2.0
CCOc1ccc(C(=O)N2CC(=O)Nc3ccc(Br)cc3C2c2ccccc2)cc1 (stereo not drawn)	13.0
O=C(Cc1csc2nc(-c3ccccc3)cn12)N1CCc2ccccc21	13.0
Cc1nc2ccc(NC(=O)c3ccccc3F)cc2c(=O)n1-c1ccccc1	-3.0
Cc1ccc(=O)n(C(C)C(=O)N2CCN(c3cc(-n4cncn4)ncn3)CC2)n1 (stereo not drawn)	-15.0
COc1ccc(NC(=O)CSc2nccn3nc(-c4ccccc4OC)cc23)cc1Cl	-1.0
O=C1CCc2cc(NS(=O)(=O)c3ccc4oc(=O)[nH]c4c3)ccc2N1	-10.0
COc1ccc(-c2cc(=O)n(CC(=O)Nc3cc(C)on3)cn2)cc1	-8.0
CCOC(=O)CC(=O)CSc1cc(C)nc2c(-c3ccccc3)c(C)nn12	-7.0
Cc1ccccc1Nc1ccc([N+](=O)[O-])c2nonc12	76.1
NS(=O)(=O)c1ccc(C(=O)NCCCn2nc(-c3ccccc3)ccc2=O)cc1	-15.0&-2.0
CN(C)S(=O)(=O)c1ccc(C(=O)NCc2nnc(SCC(=O)Nc3ccccc3F)o2)cc1	-8.0
Cc1ccc(C)c(Nc2nc3ccccc3nc2NS(=O)(=O)c2cccs2)c1	-9.0
CC(C)(C)S(=O)(=O)C(C#N)=NNc1ccc(S(N)(=O)=O)cc1	-0.3
COc1ccccc1C=NNC(=O)c1ccc(-c2ccccc2)cc1	1.3
O=C(NCCN1CCN(c2ccccc2)CC1)c1cccc(C(F)(F)F)c1	1.0
Cc1ccc(-n2nnc(C(N)=O)c2N)cc1Cl	-6.0
O=C(NC[C@H](O)c1csc2ccccc12)Nc1ccccc1C(F)(F)F	-3.0
Cn1cccc1[C@@H](O)CCNC(=O)CCc1ccccc1F	1.0
COc1ccc(C2C(=C(O)c3ccc(F)cc3)C(=O)C(=O)N2c2nncs2)cc1OC (stereo not drawn)	-4.0
O=C(c1ccccc1)c1ccc(OS(=O)(=O)N2CCCCC2)cc1	-39.0
CC(=O)c1ccc(NS(=O)(=O)N2CCOCC2)cc1	-1.0
CC(/C=C/c1ccccc1)=NNc1nc(C)cc(C)n1	-5.1

Compound activity as filed in PubChem.
